S1P3 antagonist: S1P3 (human) receptor antagonism. Q99500. CHO S1P3 NFAT-BLA reporter, FRET fluorescence, antagonist mode. inhibition, % at 4.98 µM. hit rate 0.27% among 170,000;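 active = inhibition above the plate cutoff, the mean inhibition of test wells on that plate plus 3 SD, cut at about 28% in these data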;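 note: cells challenged with S1P at its EC80 of 0.8 µM; blue over green emission ratio from cleaved BLA substrate after 4 h stimulation; 0% = S1P-stimulated wells and 100% = unstimulated DMSO-only wells; some compounds past the cut are filed as inactive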
Target sequence (Q99500 whole entry, looked up): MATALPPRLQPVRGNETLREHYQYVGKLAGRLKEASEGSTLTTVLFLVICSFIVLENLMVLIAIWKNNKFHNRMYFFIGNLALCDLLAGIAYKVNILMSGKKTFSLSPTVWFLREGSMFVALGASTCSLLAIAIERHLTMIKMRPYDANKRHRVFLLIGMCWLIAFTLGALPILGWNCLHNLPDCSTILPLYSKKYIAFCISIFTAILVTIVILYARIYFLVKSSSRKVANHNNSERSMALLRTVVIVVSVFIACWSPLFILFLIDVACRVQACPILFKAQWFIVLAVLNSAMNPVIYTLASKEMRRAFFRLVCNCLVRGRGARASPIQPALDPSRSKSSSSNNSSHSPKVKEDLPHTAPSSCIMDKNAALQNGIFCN
HMGR II inh: E. faecalis class II HMG-CoA reductase inhibition | purified E. faecalis HMGR, NADPH absorbance 340 nm kinetic | inhibition, % at 10 µM | hit rate 0.41% among 190,000 | AID 1066;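 active = inhibition above a set limit, the median over all tested compounds plus 3 SD, cut at about 9.5% in these data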;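 note: enzyme runs in reverse so mevalonate oxidation gives rising NADPH absorbance; 0% = complete reaction with DMSO and 100% = background rate lacking mevalonate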
RAM network inh: inhibitors of the yeast RAM network. S. cerevisiae dse1pr::URA3 reporter, 5-FOA growth OD615, 2 d; analog-sensitive cbk1-as2 kinase mutant strain. inhibition, % at 50 µM. hit rate 1.8% among 190,000;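 active = inhibition above a set limit, 3 SD over mean compound inhibition, cut at about 8.4% in these data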;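 note: 0% = DMSO-only wells with no growth and 100% = 10 µM 1-NA-PP1 full growth; inhibition rescues growth on 5-FOA so higher OD means more RAM inhibition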
ROMK primary: human ROMK K+ channel modulation, primary screen. AID 1918. Tet-inducible ROMK, thallium flux fluorescence; actives lie on both sides. hit rate 2% among 130,000. P48048. B-score at 10 µM;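 active = signal ratio slope over the read window, or its plate-corrected B-score, at least 3 SD from the plate mean, either direction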;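 note: B-score of the F/F0 ratio slope over 7 to 12 s after thallium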
bIAP inhibitor: blocks bovine intestinal alkaline phosphatase activity | purified bovine IAP, CDP-star luminescence, 30 min | AID 1019 | inhibition, % at 20 µM | 190,000 tested, under 10 active;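 active = over 50% inhibition of intestinal alkaline phosphatase at 20 µM in the single-dose screen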
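test system = bovine IAP enzyme | medium = DEA buffer 100 mM, pH 9.8, with MgCl2 1.0 mM, ZnCl2 0.02 mM | detection = luminescence | dosing = single compound dose of 20 µM, 2% DMSO final | incubation = 30 min reaction at room temperature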
Active calls of the source: *; . = not tested or not shown.

(1) Cn1nc(C(F)(F)F)c(-c2ccc(F)cc2)c1NC(=O)CSCC(=O)O
(2) N#C/C(=C(/O)C(Cl)(Cl)Cl)c1nc2ccccc2[nH]1
(3) COC(=O)c1ccc2c(c1)NC(=O)C1CCCN21 (configuration not stated)
(4) CCOc1cccc(-c2nnc3sc(-c4ccc(C)cc4)nn23)c1
(5) Nc1ccc2ncccc2c1N
Assay by compound,1,2,3,4,5
ROMK primary,0.84,-4.9*,.,-0.055,0.21
RAM network inh,.,.,2.6,.,.
HMGR II inh,.,.,-4,.,.
S1P3 antagonist,6,7,1,.,.
bIAP inhibitor,.,.,.,23,6

(6) CC(C)CNC(=O)c1c(N)n(/N=C/c2cccnc2)c2nc3ccccc3nc12
(7) COc1ccc(-c2nnc3sc(-c4ccccc4OC)nn23)cc1
(8) CC(C)OC(=O)C(C#N)c1nc2ccccc2nc1N1CCN(Cc2ccc3c(c2)OCO3)CC1 (configuration not stated)
(9) Cc1nnc2n(Cc3ccccc3)c(=O)c3c4c(sc3n12)CN(Cc1ccccc1)CC4
(10) O=S(=O)(c1ccccc1)N1CCC(N2CCN(c3ccccc3)CC2)CC1
Assay by compound,6,7,8,9,10
ROMK primary,0.24,-0.14,-0.087,-0.12,0.019
RAM network inh,.,.,.,.,.
HMGR II inh,.,.,.,.,.
S1P3 antagonist,.,.,.,.,.
bIAP inhibitor,3,4,6,-11,-1

(11) CC1(C)Cc2c(sc3ncn4nnnc4c23)CO1
(12) Clc1cccc(-c2nn3c(-c4cccc(Cl)c4)nnc3s2)c1
(13) CCOC(=O)Nc1c(C)n(C)n(-c2ccccc2)c1=O
(14) CCc1nc(NCc2ccccn2)c2oc3ccccc3c2n1
(15) O=C(CSCc1ccc(Cl)cc1)c1ccco1
Assay by compound,11,12,13,14,15
ROMK primary,-0.85,0.56,.,.,.
RAM network inh,.,.,0.6,0.1,0.6
HMGR II inh,.,.,-1,0,-1
S1P3 antagonist,.,.,.,.,.
bIAP inhibitor,-2,6,10,7,23

Entries of single compounds, quoted from the list:
`Clc1cccc(-c2nn3c(-c4cccc(Cl)c4)nnc3s2)c1` reads ROMK primary = 0.56; RAM network inh = .; HMGR II inh = .; S1P3 antagonist = .; bIAP inhibitor = 6
`CC1(C)Cc2c(sc3ncn4nnnc4c23)CO1` reads ROMK primary = -0.85; RAM network inh = .; HMGR II inh = .; S1P3 antagonist = .; bIAP inhibitor = -2

Later entries
(16) Cc1cc(Cl)cc(C)c1OCC(=O)O
(17) CCOC(=O)c1[nH]cnc1C(=O)Nc1cccc(N)n1
(18) C1=C(CCNc2ncnc3c2cnn3-c2ccccc2)CCCC1
(19) CCCOc1ccc(-c2nnn(CC(=O)Nc3cccc(C(=O)OC)c3)n2)cc1
(20) COC(=O)c1[nH]c(C)c(/C(O)=C2\C(=O)C(=O)N(CCN3CCOCC3)C2c2cccs2)c1C (configuration not stated)
Assay by compound,16,17,18,19,20
ROMK primary,.,.,.,.,.
RAM network inh,-0.3,-0.4,0.9,4.6,-0.1
HMGR II inh,2,0,1,1,-1
S1P3 antagonist,.,9,2,-32,-23
bIAP inhibitor,9,-35,6,15,3

Individual results from the entries so far.
RAM network inh result of compound 17 reads -0.4
bIAP inhibitor result of compound 16 reads 9
HMGR II inh result of compound 19 reads 1
RAM network inh result of compound 18 reads 0.9
RAM network inh result of compound 20 reads -0.1

Going on with the list.
(21) CCC(=O)Nc1ccc(C(=O)Cn2nc(C(=O)O)c3ccccc3c2=O)cc1
(22) CC(C)n1nc(C(=O)Nc2nc3ccc(S(C)(=O)=O)cc3s2)c2ccccc2c1=O
(23) CCOC(=O)C1CCN(S(=O)(=O)c2ccc3c(c2)CCCN3C(C)=O)CC1
(24) Cc1ccc(C)c2[nH]c(=O)c(CN(CCCN(C)C)C(=O)NCc3ccccc3)cc12
(25) CCc1[nH]nc2c1C(C(C)C)C(C#N)=C(N)O2 (configuration not stated)
Assay by compound,21,22,23,24,25
ROMK primary,.,.,.,.,.
RAM network inh,0.1,5.8,-0.8,0.0,1.2
HMGR II inh,0,-4,1,0,-6
S1P3 antagonist,-13,4,5,-14,-27
bIAP inhibitor,11,11,-4,-8,-11

Of the compounds above, these have a furan ring, fused or not:
(14) CCc1nc(NCc2ccccn2)c2oc3ccccc3c2n1
(15) O=C(CSCc1ccc(Cl)cc1)c1ccco1
Assay by compound,14,15
ROMK primary,.,.
RAM network inh,0.1,0.6
HMGR II inh,0,-1
S1P3 antagonist,.,.
bIAP inhibitor,7,23

(continued)
(26) COC(=O)c1ccc(CN(C)S(=O)(=O)c2ccc(C)cc2)o1
(27) Cc1ncc(CO)c2c1OC(C)(C)OC2
(28) CCSC1(SCC)N=C(N)C2(C#N)C(c3ccc(OC)c(OC)c3OC)C12C#N (configuration not stated)
(29) Cc1cc(NC(=O)CCS(=O)(=O)c2nc(-c3ccccc3)cc(C(F)(F)F)n2)no1
(30) CC(C)(C)c1ccc(S(=O)(=O)N2CCCCC2C(=O)NCc2ccccn2)cc1 (configuration not stated)
Assay by compound,26,27,28,29,30
ROMK primary,.,.,.,.,.
RAM network inh,-0.5,2.2,1.9,1.5,-0.5
HMGR II inh,-2,-2,-5,-3,-2
S1P3 antagonist,-18,-3,-7,-34,-1
bIAP inhibitor,-18,6,3,10,-10

A draw from above in order of count of non-hydrogen atoms, low to high.
(25) CCc1[nH]nc2c1C(C(C)C)C(C#N)=C(N)O2 (configuration not stated)
(28) CCSC1(SCC)N=C(N)C2(C#N)C(c3ccc(OC)c(OC)c3OC)C12C#N (configuration not stated)
(29) Cc1cc(NC(=O)CCS(=O)(=O)c2nc(-c3ccccc3)cc(C(F)(F)F)n2)no1
(24) Cc1ccc(C)c2[nH]c(=O)c(CN(CCCN(C)C)C(=O)NCc3ccccc3)cc12
Assay by compound,25,28,29,24
ROMK primary,.,.,.,.
RAM network inh,1.2,1.9,1.5,0.0
HMGR II inh,-6,-5,-3,0
S1P3 antagonist,-27,-7,-34,-14
bIAP inhibitor,-11,3,10,-8

Next part
(31) CC(C)n1nnnc1SCC(=O)Nc1ccccc1N1CCOCC1
(32) COCCOC(=O)c1c(C)oc2ccc(NS(=O)(=O)c3ccc(C(=O)O)cc3)cc12
(33) CC(C)N1CCc2c(sc(N)c2C#N)C1
(34) CCCCC1(C(=O)OCC)CC(CN2CCOCC2)OC1=O (configuration not stated)
(35) Cc1ccc(C2C3CN(C(C)C)CC=C3C(C#N)=C(N)C2(C#N)C#N)cc1 (configuration not stated)
Assay by compound,31,32,33,34,35
ROMK primary,.,.,-0.82,0.34,-4.3*
RAM network inh,2.7,3.4,0.4,2.2,1.8
HMGR II inh,0,-1,0,-6,-5
S1P3 antagonist,-7,-26,.,.,.
bIAP inhibitor,-3,18,7,-13,-5

The list is partial. The share of hits here may be higher or lower than overall.
